M1 PAM parental: nonselective calcium activators in parental CHO-K1 cells, primary screen, counter-screen for M1 PAM project, cell-based, Fluo-8 calcium fluorescence, full deck, 1536-well. AID 602247, 2012. 0.02% of 360,000 active. activation, % at 3 µM. ATP EC20; 0% at ATP EC20, 100% at ATP max;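 active = activation above the run cutoff, the mean activation of all test compounds plus 3 SD, cut at about 40% in these data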;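 also: peak over basal fluorescence ratio in a 140 s read after ATP addition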
CRFBP-R2 block: antagonists of CRF-BP/CRF-R2 complex, primary screen, cell-based, HEK293, calcium dye fluorescence, uHTS. CRF-induced calcium fluorescence. inhibition, % at 11.8 µM. 0.59% of 350,000 active;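 active = inhibition of the ligand-induced calcium signal above about 50% at the single tested concentration, limit read from the data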
CHRM5 agonist: human M5 muscarinic receptor agonists, primary screen, CHO-K1 cells, Fluo-8 calcium fluorescence. Muscarinic acetylcholine receptor M5 (Homo sapiens), P08912. CHO-K1 hM5 cells; 0% DMSO wells, 100% maximal acetylcholine response. activation, % at 3 µM. 0.19% of 360,000 active. AID 624037, 2012;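 active = activation above the run's mean over test compounds plus 3 SD, cut at about 23% in these data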;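 also: signal is peak over basal fluorescence ratio across the kinetic read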
Target sequence (P08912 whole entry, looked up): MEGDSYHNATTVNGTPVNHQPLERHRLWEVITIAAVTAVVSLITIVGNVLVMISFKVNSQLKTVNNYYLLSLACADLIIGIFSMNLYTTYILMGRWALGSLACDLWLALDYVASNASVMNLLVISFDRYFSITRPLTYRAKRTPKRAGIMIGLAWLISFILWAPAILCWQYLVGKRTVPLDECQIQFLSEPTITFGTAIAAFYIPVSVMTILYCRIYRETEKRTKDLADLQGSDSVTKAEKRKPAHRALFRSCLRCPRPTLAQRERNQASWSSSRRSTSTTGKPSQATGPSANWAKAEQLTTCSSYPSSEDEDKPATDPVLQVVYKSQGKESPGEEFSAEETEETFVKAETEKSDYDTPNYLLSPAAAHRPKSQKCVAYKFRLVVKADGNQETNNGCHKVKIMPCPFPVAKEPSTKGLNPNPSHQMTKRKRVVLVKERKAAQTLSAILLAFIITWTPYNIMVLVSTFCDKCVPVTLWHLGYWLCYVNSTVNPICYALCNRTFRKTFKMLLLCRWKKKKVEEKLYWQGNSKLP
CRFR2-BP ag: agonists of CRF-BP/CRF-R2 complex, primary screen, cell-based, HEK293, calcium dye fluorescence, uHTS; CRF-binding protein / CRF receptor 2 complex (human); calcium dye fluorescence (FLIPR); percent of saturating CRF peptide response; activation, % at 13.2 µM; 0.46% of 350,000 active;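 active = activation of at least 50%, plus an integration ratio under a set limit after plate pattern correction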;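 also: plate controls were neutral control wells without compound for no effect and CRF at EC100 for full effect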
TAAR1 antagonist: human TAAR1 antagonists, primary screen, Fluo-8 calcium fluorescence, CHO RD-HGA16 cells. 1.5% of 360,000 active. Trace amine-associated receptor 1 (Homo sapiens), Q96RJ0. antagonist. AID 624466, 2012. inhibition, % at 3 µM;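 active = inhibition above a per-plate cutoff, the mean inhibition of test compounds on that plate plus 3 SD, cut at about 49% in these data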;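 also: 0% = DMSO plus EC80 beta-PEA response and 100% = DMSO alone without agonist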
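Test system – hTAAR1-expressing CHO RD-HGA16 cells, Gα16-coupled · Reagent – β-PEA at EC80 concentration, post-compound challenge · Compound dosing – 3 µM, single point · Timing – 140 s kinetic read after compound, 140 s after agonist · Detection – Fluo-8 intracellular calcium dye fluorescence, real-time kinetic reads · Control set – DMSO and EC80 PEA controls · Repeats – n of 1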
M4 PAM: human M4 muscarinic receptor positive allosteric modulators, primary screen, CHO-K1 cells, Fluo-8 calcium fluorescence. AID 624126, 2012. activation, % at 3 µM. 0.4% of 360,000 active. CHO-K1 hM4/Gqi5, ACh EC20; 0% = ACh EC20, 100% = maximal ACh;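 active = activation above its plate's cutoff, the mean activation of sample wells plus 3 SD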; also: some results filed as inactive read as strong as hits
Target sequence (P08173 whole entry, looked up): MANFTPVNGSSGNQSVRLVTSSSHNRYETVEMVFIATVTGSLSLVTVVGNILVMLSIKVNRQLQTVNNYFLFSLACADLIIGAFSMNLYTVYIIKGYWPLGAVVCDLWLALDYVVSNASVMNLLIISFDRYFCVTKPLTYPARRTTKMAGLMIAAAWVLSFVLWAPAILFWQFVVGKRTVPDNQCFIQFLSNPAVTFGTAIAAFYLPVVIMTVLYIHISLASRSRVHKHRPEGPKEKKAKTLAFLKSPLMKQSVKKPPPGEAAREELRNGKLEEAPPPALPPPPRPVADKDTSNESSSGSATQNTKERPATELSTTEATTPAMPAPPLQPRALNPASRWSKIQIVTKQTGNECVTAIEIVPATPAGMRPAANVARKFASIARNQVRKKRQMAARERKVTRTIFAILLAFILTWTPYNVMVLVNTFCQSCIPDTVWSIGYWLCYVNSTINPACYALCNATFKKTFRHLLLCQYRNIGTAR
CHRM5 PAM: human M5 muscarinic receptor positive allosteric modulators, primary screen, CHO-K1 cells, Fluo-8 calcium fluorescence | Muscarinic acetylcholine receptor M5 (Homo sapiens), P08912 | CHO-K1 hM5, ACh EC20 PAM; 0% = ACh EC20, 100% = ACh EC100 | activation, % at 3 µM | 0.3% of 360,000 active | AID 624038, 2012;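 active = activation above the run cutoff, the mean activation of all test compounds plus 3 SD, cut at about 18% in these data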
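system = human M5 receptor in CHO-K1 cells | compound = one concentration, 3 µM final (nominal) | schedule = Post-acetylcholine fluorescence recording 140 s | signal = Fluo-8 calcium dye fluorescence, kinetic read | benchmarks = low control EC20 acetylcholine (0%), high control EC100 acetylcholine (100%) | repeats = singlicate, one well per test compound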
TAAR1 ag: human TAAR1 agonists, primary screen, Fluo-8 calcium fluorescence, CHO RD-HGA16 cells; 0.99% of 360,000 active; AID 624467, 2012; activation, % at 3 µM; Trace amine-associated receptor 1 (Homo sapiens), Q96RJ0; vehicle wells 0%, saturating PEA agonist 100%;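 active = activation above the mean activation of all test compounds in the run plus 3 SD, cut at about 38% in these data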
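System: CHO-derived RD-HGA16 cells with stable Gα16 and human TAAR1. Times: 17-24 h plating, Fluo-8 75 min 37 °C, 30 min RT. Measured by: calcium-sensitive Fluo-8 signal, excitation 470-495, emission 515-575 nm. Read-out basis: % activation relative to PEA EC100 response. Control set: DMSO and PEA EC100. Repeats: no replicates (n 1).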
CHRM5 antagonist: human M5 muscarinic receptor antagonists, primary screen, CHO cells, Fluo-8 calcium fluorescence; CHO-hM5 cells, ACh EC80; inhibition, % at 3 µM; 0.59% of 360,000 active;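 active = inhibition above a per-plate cutoff, the mean of that plate's test compounds plus 3 SD, cut at about 27% in these data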;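 also: 0% = acetylcholine EC80 with DMSO and 100% = DMSO without agonist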
* hit, by the source's call; nt = no result given. Rows are unselected (roughly 4.2% active in at least one column).

SMILES	M1 PAM parental	CRFBP-R2 block	CHRM5 agonist	CRFR2-BP ag	TAAR1 antagonist	M4 PAM	CHRM5 PAM	TAAR1 ag	CHRM5 antagonist
COc1ccc(S(=O)(=O)N2CCN(CC(=O)Nc3c(C)n[nH]c3C)CC2)cc1OC	5	15	2	-5.0	6	-3	7	0	6
CCOC(=O)N1CCC(NC(=O)C2CCC(Cn3c(=O)[nH]c4ccccc4c3=O)CC2)CC1 (stereo not given)	-2	9	1	-2.4	-13	-8	3	2	-4
Nc1nc2ccccc2cc1C(=O)NCCCCc1ccccc1	-5	nt	8	nt	nt	-8	-23	nt	28*
CC(Sc1nnc(CC(=O)Nc2ccccc2F)n1C)C(=O)Nc1nccs1 (stereo not given)	5	3	-1	-1.2	4	1	5	0	4
Cc1ccc(C(=O)Nn2cnc3ccccc3c2=O)cc1C	25	8	-1	-6.9	-3	1	0	3	9
COc1ccc2oc(=O)c(C(C)=O)cc2c1	7	10	0	-0.4	-15	-5	2	-4	-12
CCCC1=NN(C(=O)C(=O)Nc2ccc(Br)cc2)C(O)(C(F)(F)F)C1 (stereo not given)	16	-14	4	2.5	10	0	-8	8	3
Cc1cccc(OCC(=O)Nc2ccc3oc(=O)ccc3c2)c1	-10	3	1	-0.4	0	-6	-2	5	4
COc1ccc(C(=O)N(C)C(C)c2ccon2)cc1OC1CCN(C(C)C)CC1 (stereo not given)	0	3	-8	1.6	-23	-1	-7	9	6
Cc1cc(-c2nnc(SCC(=O)Nc3nc(-c4ccc(Cl)cc4)cs3)o2)no1	15	11	0	-0.4	-22	7	5	-1	8
CC(C)CC1C(=O)N(Cc2cn(Cc3ccco3)nn2)CCS(=O)(=O)N1Cc1ccc(-c2ccccc2)cc1 (stereo not given)	14	-22	-1	0.1	7	-1	7	2	0
CC1(C)CC(=O)C=C(C(=O)N2CCCC(CCC(=O)NCc3ccccc3F)C2)O1 (stereo not given)	-5	8	-3	-0.3	-3	15	5	0	0
CSc1nnc(Cn2c(=O)sc3ccccc32)n1-c1ccccc1C	-2	-3	1	-1.7	-8	-4	-2	0	2
CCCC(=O)NNC(=O)CC(=O)Nc1ccccc1C(=O)O	16	6	5	-0.8	-5	5	3	4	3
Cc1ccc(NC(=O)COc2cccc(Oc3ccccc3)c2)cc1S(=O)(=O)N1CCOCC1	-13	-24	4	10	40	-11	-30	11	11

Single entries from the list:
Nc1nc2ccccc2cc1C(=O)NCCCCc1ccccc1 | CHRM5 agonist = 8
Cc1ccc(C(=O)Nn2cnc3ccccc3c2=O)cc1C | CHRM5 agonist = -1
CCCC(=O)NNC(=O)CC(=O)Nc1ccccc1C(=O)O | CHRM5 PAM = 3
CSc1nnc(Cn2c(=O)sc3ccccc32)n1-c1ccccc1C | CHRM5 agonist = 1
CCCC1=NN(C(=O)C(=O)Nc2ccc(Br)cc2)C(O)(C(F)(F)F)C1 (stereo not given) | CHRM5 agonist = 4
COc1ccc2oc(=O)c(C(C)=O)cc2c1 | TAAR1 antagonist = -15
CC(Sc1nnc(CC(=O)Nc2ccccc2F)n1C)C(=O)Nc1nccs1 (stereo not given) | M4 PAM = 1

One compound at a time, from the list above. Screens in order: M1 PAM parental | CRFBP-R2 block | CHRM5 agonist | CRFR2-BP ag | TAAR1 antagonist | M4 PAM | CHRM5 PAM | TAAR1 ag | CHRM5 antagonist
Cc1cc(-c2nnc(SCC(=O)Nc3nc(-c4ccc(Cl)cc4)cs3)o2)no1 is listed as 15 | 11 | 0 | -0.4 | -22 | 7 | 5 | -1 | 8
Nc1nc2ccccc2cc1C(=O)NCCCCc1ccccc1 is listed as -5 | nt | 8 | nt | nt | -8 | -23 | nt | 28*

(next part)
SMILES	M1 PAM parental	CRFBP-R2 block	CHRM5 agonist	CRFR2-BP ag	TAAR1 antagonist	M4 PAM	CHRM5 PAM	TAAR1 ag	CHRM5 antagonist
COC(=O)COc1nc(C)c(Br)c(OC)n1	9	10	-4	-3.9	9	-4	-4	4	2
C=CCOC(=O)C1=C(C)N(C)C(=O)NC1c1cc2c(cc1Br)OCO2 (stereo not given)	0	14	-5	-0.1	-9	5	1	2	1
COc1ccc(CC(=O)NNC(=O)[C@@H]2CCCC[C@@H]2C(=O)O)cc1	-14	1	-3	-0.8	-5	0	-5	1	13
O=C(OCC(=O)N1CCc2ccccc2C1)c1cccnc1Cl	11	-6	1	-1.1	-15	0	-4	1	2
COc1cc(/C=N/n2c(-c3ccc4c(c3)NC(=O)CO4)csc2=Nc2cccc(C)c2)ccc1O	10	4	0	-6.3	37	-7	-9	10	13
CC(=O)Nc1ccc(NC(=O)CN(C)S(=O)(=O)c2ccc3nc(C)sc3c2)cc1	15	10	-3	-1.3	0	9	2	8	8
OC(Cc1nc2ccccc2[nH]1)c1ccccc1Cl (stereo not given)	16	-7	0	-0.1	3	2	-1	-3	1
COc1ccc(CC2(c3ccccc3)NC(=O)NC2=O)cc1 (stereo not given)	14	-4	2	0.1	-23	7	-8	2	7
CN(C)CCCOC(=O)c1sc2ccccc2c1Cl	-6	-10	-8	-0.5	-18	8	6	8	3
Cc1cc2c(C)nc(N/N=C/c3ccccc3)nc2o1	28	4	0	-0.9	10	16	0	0	1
CCCN1C2CCCC1CC(NC(=O)c1ccc(Br)cc1)C2 (stereo not given)	14	2	-13	-1.1	-21	-5	5	6	4
Cc1ccc(S(=O)(=O)NC(=O)c2cc(C)n(-c3ccc(N(C)C)cc3)c2C)cc1	1	8	1	0.2	18	-1	-1	5	6
O=C1CNC(=S)N1CCc1ccc(O)c(O)c1	-10	-12	-1	-1.4	9	6	-4	0	7
C=CCNCCOc1cccc(Br)c1	4	-9	-5	-2.6	-15	7	0	2	-6
Cc1cc(-c2n[nH]c(=S)o2)c(C)n1-c1ccccc1	nt	-14	nt	-3.3	-7	nt	nt	8	nt
Cc1ccc(C(=S)N2CCN(Cc3ccccc3)CC2)cc1	-2	1	-1	-0.3	18	-15	-20	7	5
COc1ccc(F)cc1-c1nc(N)nc(N)n1	20	-8	2	4.5	10	1	0	0	12
COc1ccc(-c2csc(NC(=O)C3CCN(c4ncnc5sc(C)c(C)c45)CC3)n2)cc1OC	-18	5	2	-0.7	50*	-5	-9	2	17
Cc1ccc(CNC(=O)COC(=O)Cn2nc(C)c([N+](=O)[O-])c2C)cc1	14	35	0	0.7	-5	-2	1	4	-6
CCOC(=O)CCP(=O)(O)C(O)c1ccccc1 (stereo not given)	12	-10	-3	-0.5	8	0	5	4	1
Cc1cccc(NC(=O)c2nc[nH]c2C(=O)Nc2cccc(C)c2)c1	22	2	2	-0.1	-14	7	2	4	-6
CCCNC(=O)CC(NS(=O)(=O)c1ccc(NC(C)=O)cc1)C(C)C (stereo not given)	15	10	2	3.4	-8	5	1	0	0
CSc1ccc(CN(C)C(=O)C(Cc2ccccc2)NC(=O)c2ccccc2)cc1 (stereo not given)	7	25	4	-1.4	82*	-12	-14	9	16
O=C(Nc1ccn(CCCNCCc2ccccn2)c(=O)n1)OCc1ccccc1	21	6	-1	-0.8	-35	2	3	8	-6
COc1ccc(C2CCCN2C(=S)Nc2cccc(Cl)c2C)cc1OC (stereo not given)	7	7	0	-2.1	-18	1	-5	3	10
CCN1C(=O)/C(=C2/C=Cc3ccccc3N2CC)SC1=S	1	11	-3	-2.4	-16	-2	5	2	-10
Cc1ccccc1C(=O)NC(=S)Nc1ccc2[nH]c(=O)[nH]c2c1	21	-11	1	-0.7	1	2	0	2	9
COc1ccc2[nH]c3c(c2c1)CCN1C(=O)C(CC(=O)NCC24CC5CC(CC(C5)C2)C4)C[C@H](C(=O)N2CCCCC2)[C@@]31C (stereo not given in full)	-1	10	1	1.6	-25	-1	-1	1	1
Cc1cccc(N2CCN(C(=O)c3ccc(NC(=O)CC4SC(N5CCCC5)=NC4=O)cc3)CC2)c1C (stereo not given)	0	3	-3	-0.8	-30	7	-2	9	7
COc1ccc(NC(=O)C2Cc3c(-c4cccc(NC(C)=O)c4)ccnc3O2)cc1OC (stereo not given)	7	nt	3	nt	8	3	-3	7	7
CC(=O)OC1CCC2C3CCC4OC(=O)CCC4C3CCC12C (stereo not given)	-22	1	6	-3.9	-6	-4	-3	4	-1
COc1c(Cl)cc(-c2noc(C)c2C(=O)NCc2ccc3c(c2)OCO3)cc1Cl	10	-37	-3	71*	26	5	-3	2	3
c1ccc2nc3c(nc2c1)c1ccccc1n3CCN1CCOCC1	8	-13	-1	2.8	24	3	-1	5	2
CCN(CC)c1ccc(C2C(C(=O)OC(C)C)C(=O)CC(C)(O)C2C(=O)OC(C)C)cc1 (stereo not given)	5	-9	3	0.0	47	-13	-16	16	16
COc1cccc(-n2nnc3c(=O)n(CC(=O)N4CCCCC4)cnc32)c1	16	7	-3	-3.5	16	-3	-1	8	4
CC(=O)Nc1ccc(NC(=O)COc2ccc(Br)cc2C)cc1	20	-17	1	-1.8	-4	3	3	8	-2
CCCCCCCC(=O)N1c2ccccc2NC(=O)C1CC(=O)Nc1ccc(C(=O)O)cc1 (stereo not given)	18	-3	4	3.4	-7	-4	0	-1	6
O=C(Cc1ccc(S(=O)(=O)N2CCCC2)s1)Nc1cccc([N+](=O)[O-])c1	2	3	1	1.6	32	-9	-21	10	18
O=C(COC(=O)c1cncc(Br)c1)Nc1ccc(F)c(F)c1F	8	4	1	-1.8	4	2	1	0	0
O=C(N/N=C/c1ccc2nccnc2c1)c1cccc([N+](=O)[O-])c1	15	-4	1	-1.1	-23	2	8	1	7
CCOC(=O)c1cccc(NC(=O)CSc2nnc(C)n2Cc2ccccc2)c1	10	6	3	-0.6	-31	5	2	0	-6
COC(=O)C[C@@H]1C=C[C@@H](NC(=O)NC2CCCC2)[C@@H](CO)O1	nt	nt	2	nt	3	3	1	0	5
O=C(COC(=O)CCOc1ccccc1)NCc1ccco1	-3	6	0	0.5	-11	15	2	0	-3
O=Nc1c(O)n(Cc2cccc(C(F)(F)F)c2)c2ccccc12	9	-42	1	-2.1	23	1	5	13	3
O=C(Cc1cccs1)N/N=C/C=C\c1ccccc1[N+](=O)[O-]	-14	6	-2	-1.7	0	0	0	2	10
O=C1/C(=C/c2cccs2)N=C(c2cccs2)N1Nc1ccccc1	13	-30	-3	8.5	34	6	-6	3	3
